# TRPN1 ag: agonists of zebrafish TRPN1 channel | HEK293 zebrafish TRPN1-YFP, Fluo-8 calcium fluorescence; 100% = response to 87 µM carbachol | activation, % at 3 µM | actives 0.18% (n = 220,000) | AID 1424;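 active = activation above its plate's cutoff, the mean activation of test wells on that plate plus 3 SD, cut at about 19% in these data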;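 also: 0% = DMSO alone and 100% = 87 µM carbachol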
#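 System: zebrafish TRPN1-YFP in HEK293 cells / Dosing: 3 µM single point / Timing: dye loading 1 h at 37 °C, then 30 min room temperature / Signal: Fluo-8 calcium fluorescence, excitation 470-495 nm, emission 515-575 nm / Read-out basis: percent activation from peak over basal fluorescence ratio, control-normalized / Control set: high carbachol 87 µM, low DMSO alone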
# NPY Y1 blocker: NPY-Y1 (human) receptor antagonism. HEK293-CNG Y1 cells, membrane potential fluorescence; NPY at EC95, then isoproterenol. actives 1% (n = 200,000). inhibition, % at 3.6 µM;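 active = inhibition above the campaign mean inhibition of all tested compounds plus 3 SD, cut at about 20% in these data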;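 also: 0% = DMSO wells given NPY plus isoproterenol and 100% = isoproterenol alone without NPY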
#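 material = HEK293 cells with Y1 receptor plus CNG channel | also added = NPY 25 nM then isoproterenol 1 µM plus Ro 20-1724 25 µM | schedule = dye 3 h, compound 60 min room temperature, stimulation 45 min | measured by = membrane potential fluorescence | benchmarks = high control isoproterenol alone, low control NPY with isoproterenol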
# S1P4 ag: agonists of human S1P4 receptor | O95977 | S1P4-expressing cell line, agonist reporter assay | activation, % at 4.98 µM | actives 0.35% (n = 220,000) | AID 1509; in the data active = activation above about 11%;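 also: 0% = DMSO vehicle and 100% = reference agonist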
# TRPML3 agonist: human mucolipin-3 channel agonism. actives 0.29% (n = 220,000). HEK293 TRPML3-YFP, Fluo-8 calcium fluorescence; 100% = the carbachol control signal. activation, % at 3 µM;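 active = activation above its plate's cutoff, the mean activation of the plate's test wells plus 3 SD, cut at about 12% in these data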;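 also: 0% = DMSO only wells and 100% = carbachol wells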
# Target sequence (Q8TDD5 whole entry, looked up): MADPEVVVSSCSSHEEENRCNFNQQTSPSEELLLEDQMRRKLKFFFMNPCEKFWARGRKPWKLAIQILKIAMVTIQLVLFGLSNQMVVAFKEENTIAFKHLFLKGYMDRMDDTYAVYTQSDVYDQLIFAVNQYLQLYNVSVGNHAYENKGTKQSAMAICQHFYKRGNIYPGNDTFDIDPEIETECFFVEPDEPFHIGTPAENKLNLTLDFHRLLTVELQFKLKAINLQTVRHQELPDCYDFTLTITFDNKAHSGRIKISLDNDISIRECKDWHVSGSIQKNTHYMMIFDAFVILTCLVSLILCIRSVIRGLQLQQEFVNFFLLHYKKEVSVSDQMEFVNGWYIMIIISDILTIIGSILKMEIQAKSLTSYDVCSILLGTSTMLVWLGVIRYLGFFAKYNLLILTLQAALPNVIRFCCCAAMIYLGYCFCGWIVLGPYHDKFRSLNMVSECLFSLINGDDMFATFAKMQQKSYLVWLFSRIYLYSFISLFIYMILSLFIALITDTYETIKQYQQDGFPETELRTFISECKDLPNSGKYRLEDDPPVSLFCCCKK
#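 Material: TRPML3-YFP stable HEK293 cells | Dosing: One concentration, 3 µM nominal, 0.3% DMSO | Timing: 125 s total fluorescence read per well | Technique: Fluo-8 calcium dye fluorescence, ex 470-495, em 515-575 nm | Measure: Percent activation from peak-to-basal fluorescence ratio, scaled between DMSO and carbachol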
# EP2 modulator: modulators of human EP2 prostaglandin E2 receptor. EP2-expressing cells, cAMP HTRF FRET, PGE2 co-stimulation. induction, % at 25 µM. actives 0.83% (n = 260,000). AID 940;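 active = compounds whose cAMP rise, as percent of the full-agonist control response, exceeds 60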;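 also: rat C6 glioma line stably carrying human EP2 under a CMV promoter; the protocol text gives 20 µM as final concentration; 100% = response of wells given 1 µM PGE2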
# NPY-Y1 PAM-ag: human NPY-Y1 potentiation or agonism, primary screen; AID 1304; P25929; NPY-Y1 expressing cells, potentiator/agonist activation; activation, % at 3.6 µM; actives 0.37% (n = 220,000); in the data active = activation above about 33%, passing the limit was not always enough;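 also: cells stimulated with NPY at EC10 then isoproterenol at EC100; 0% = low agonist plus stimulus and 100% = saturating agonist plus stimulus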
# NPY-Y2 PAM-ag: human NPY-Y2 potentiation or agonism, primary screen | P49146 | cells expressing NPY-Y2, potentiator/agonist read-out | activation, % at 3.6 µM | actives 0.45% (n = 220,000) | AID 1359; in the data active = activation above about 27%;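 also: cells stimulated with NPY near EC25 plus isoproterenol at EC100; 0% = vehicle plus submaximal agonist and 100% = vehicle plus saturating agonist; some results beyond the cut were filed as inactive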
# Target sequence (P49146 whole entry, looked up): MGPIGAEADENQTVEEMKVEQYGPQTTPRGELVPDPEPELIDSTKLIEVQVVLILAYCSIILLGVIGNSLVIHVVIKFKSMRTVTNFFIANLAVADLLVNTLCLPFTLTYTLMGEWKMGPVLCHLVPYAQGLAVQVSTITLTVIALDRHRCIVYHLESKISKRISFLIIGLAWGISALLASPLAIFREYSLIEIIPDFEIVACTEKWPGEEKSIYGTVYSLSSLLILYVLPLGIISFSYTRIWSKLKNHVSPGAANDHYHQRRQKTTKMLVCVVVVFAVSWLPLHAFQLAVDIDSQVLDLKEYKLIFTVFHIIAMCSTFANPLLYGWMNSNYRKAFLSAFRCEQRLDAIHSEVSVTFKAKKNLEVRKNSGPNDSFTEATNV
# S1P4 antag: blocks the human S1P4 receptor; O95977; S1P4-expressing cells, antagonist mode, reporter read-out; inhibition, % at 4.98 µM; actives 0.26% (n = 220,000); in the data active = inhibition above about 29%;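 also: 0% = wells stimulated with agonist and 100% = vehicle wells without agonist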
# CHOP inhibitor: blocks CHOP induction under ER stress; actives 3.8% (n = 220,000); CHO-K1 CHOP-promoter luciferase, tunicamycin-induced, 15-18 h; inhibition, % at 10 µM;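 active = compounds that reduced the stress-induced luciferase reporter signal by more than about 70% of percent inhibition, limit read from the data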;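 also: 0% = tunicamycin plus vehicle and 100% = wells without tunicamycin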
# Numbers without * were called inactive; · = no result given; & = joins results of further samples.
SMILES,TRPN1 ag,NPY Y1 blocker,S1P4 ag,TRPML3 agonist,EP2 modulator,NPY-Y1 PAM-ag,NPY-Y2 PAM-ag,S1P4 antag,CHOP inhibitor
Cc1cc(C)n(C(=O)c2ccccc2[N+](=O)[O-])n1,0.0,-1,-1.0,-0.2,18,5,1,-10,17
COc1ccccc1NC(=O)Cn1c(=O)n(-c2ccccc2)c(=O)c2oc3ccccc3c21,0.8,-1,0.2,-0.2,17,-5,-27,11,81*
CCC(C)(C)NC(=O)C(c1cccc(OC)c1OC)N(CC(C)C)C(=O)CCC(=O)Nc1cc(C)on1 (configuration not stated),-2.3,-2,2.4,-0.3,28,12,6,-15,12
COc1cc(S(=O)(=O)N2CCOCC2)ccc1F,-0.1,0,0.7,0.5,15,-11,13,-2,56
Cc1nn(C)c(C(=O)NNC(=S)NC2CCCCC2)c1Br,-0.1,-2,1.5,-0.4,-7,14,0,-2,1
COC(=O)c1ccc2c(=O)n(CCN3CCOCC3)c(SCC(=O)c3ccccc3)nc2c1,1.8,·,0.8,0.5,14,-5,-1,11,-10
O=C(CN1CCN(c2nc(-c3ccc(F)cc3)cs2)CC1)Nc1ccc2c(c1)OCO2,-0.6,5,2.8,-0.3,-11,-36,-27,-12,38
c1ccc(-c2nc(N3CCOCC3)cc(N3CCOCC3)n2)cc1,-0.3,-4,-0.4,0.6,47,19,12,0,14
COc1cc(NC(=O)c2ccc(C)cc2)c(OC)cc1NC(=O)CN1CCCCC1,-1.0,1,-1.5,1.6,0,7,-5,-7,15
O=C(NC(=S)NCC1COc2ccccc2O1)c1ccccc1 (configuration not stated),-1.4,4,1.9,-0.1,-76,-56,-25,-18,13
N#C/C(=C/c1cc(Br)cs1)C(=O)NCC1CCCO1 (configuration not stated),0.7,3,1.9,0.9,-16,-9,2,-1,-21
CN(C)c1ccc(-n2cccc2)cc1,-0.2,·,-0.9,0.2,-14,4,-16,4,-5
COc1ccc(C(=O)NC(=S)Nc2cc(C)ccn2)cc1[N+](=O)[O-],1.2,0,-0.2,0.5,-7,-1,-2,-11,-29
CC(C)(C)NC(=O)NCc1ccco1,-1.6,·,1.8,0.7,-28,19,6,-4,6
COCCNC(=O)c1cc2cc(Br)cc(OC)c2oc1=O,0.9,-1,0.5,1.2,13,-12,-11,13,-10
COc1ccc2c(Cl)c(C(=O)N/N=C/c3ccc4c(c3)OCO4)sc2c1,0.0,-6,1.3,0.0,-19,-7,-17,2,107*
Nc1nncn1C(=O)c1ccc(Cl)cc1Cl,0.1,11,1.4,0.6,17,-15,-12,9,9
Cc1ccc(-c2ccc(/C=C(\C#N)C(N)=S)n2C)cc1,5.7,·,2.5,1.3,-10,22,11,1,-8
CCCOc1ccc(N2C(=O)CC(SC(=NCC)Nc3cccc(F)c3)C2=O)cc1 (configuration not stated),1.6,-1,1.2,-0.2,36,-33,-3,-11,105*
O=C(O)c1ccc(CN2C(=O)c3ccccc3S2(=O)=O)cc1,0.1,-7,1.6,0.6,10,-14,8,-6,3
CCOC(=O)COC(=O)c1ccc(O)cc1,0.5,-1,1.0,1.0,20,14,13,-4,16
O=C(Nc1ccc2c(c1)OCCO2)c1ccncc1,2.1,6,0.7,0.6,29,-17,3,1,-23
COc1ccc(-c2cc(C(=O)Nc3ccccc3)on2)cc1,-1.1,10,1.1,0.8,-22,-10,-3,-7,-5
O=C(COC(=O)CCC(=O)c1ccc(F)cc1)Nc1ccccc1,0.2,-1,2.1,0.5,-7,0,3,-28,10
Cn1cc(C=C2C(=O)CC(C)(C)CC2=O)c2ccccc21,0.8,9,-1.5,-0.1,0,-22,-15,-2,-2
Oc1ccc(N2CCN(Cc3ccc(OCCCN4CCCCC4)cc3)CC2)cc1,0.9,8,-0.8,0.3,-8,11,7,-12,-2
Cc1ccc(C(=O)O/N=C2\CCS(=O)(=O)c3sccc32)cc1,1.5,6,-2.5,0.0,9,-9,2,-10,-4
Cn1c(SCc2cccnc2)nc2cccnc21,0.9,-2,-1.4,0.9,23,10,-4,-2,7
COc1cccc(CN2CCN(Cc3[nH]c4ccccc4c3C)CC2CCO)c1 (configuration not stated),1.6,4,-1.5,0.7,-56,-13,-23,-14,20
O=C(Nc1ccccc1N1CCCCC1)c1cccs1,-1.2,18,0.1,-0.2,61*,-21,-27,22,86*
Cc1ccc(N(CN2C(=O)C3C4CCC(C4)C3C2=O)C(=O)c2ccco2)cc1 (configuration not stated),-1.1,·,2.8,-0.4,9,-11,10,-4,8
Cc1ccc(S(=O)(=O)NC(=O)c2cccn2C)cc1,-0.6,-6,-0.7,0.3,4,11,9,-2,-7
CC(=O)NCCCC(=O)NC(CCC(=O)OCc1ccccc1)C(=O)OCc1ccccc1 (configuration not stated),0.6,-10,2.0,-0.2,9,8,5,-13,0
CCOc1ccc(-n2c(O)c(/C=N/Nc3nnc(C)c(=O)[nH]3)c3ccccc3c2=O)cc1,0.2,0,1.5,0.1,18,15,4,-2,16
CCOc1ccc(C(=O)N2CCN(c3ccccc3)CC2)cc1OCC,1.0,-2,1.5,0.4,10,12,-11,-25,49
CNC(=O)Nc1cc(C(F)(F)F)cc(C(F)(F)F)c1,4.8,·,1.6,2.5,-32,27,-2,5,-7
CN1CCN(S(=O)(=O)c2ccc(Oc3ccc(F)cc3Br)nc2)CC1,2.7,·,1.3,1.7,-15,15,-23,-2,9
Cc1ccc2oc(/N=C(\N)NC(=O)C3CC3)nc2c1,0.9,·,1.0,0.8,-7,-1,-13,2,-7
Nc1ccc(C(=O)OCc2nc3c(ccc4ccccc43)[nH]2)cc1,-0.3,-1,-0.8,-0.3,-149&-60,-12,5,3,-21
COc1cccc(/C=N/NC(=O)NC2CCCCC2)c1O,-0.5,·,1.5,-0.3,-37,-11,4,-9,-20
Cc1ccc(-n2nnnc2SCC(=O)Nc2cccc(NC(=O)c3ccco3)c2)cc1C,0.4,1,0.7,-0.4,-42,-3,15,-1,48
COc1ccc(OC)c(-n2cnnn2)c1,1.0,2,-2.2,0.6,-15,-7,12,8,-8
CCOC(=O)Nc1nnc(-c2cccc(OC)c2)s1,1.3,2,-1.6,0.6,6,15,49*,0,-9
Cc1cc(/C=N/n2cnnc2)c(O)c([N+](=O)[O-])c1,1.2,1,-0.2,1.1,0,9,2,-2,5
Cc1ccc(SCC(=O)NC(=O)NCc2ccco2)cc1C,-0.1,3,0.5,-0.4,-1,-18,-12,10,31

# NPY-Y2 PAM-ag: hit marks shown above
Molecule	NPY Y1 blocker	S1P4 ag	TRPML3 agonist	EP2 modulator	NPY-Y1 PAM-ag	NPY-Y2 PAM-ag	S1P4 antag	CHOP inhibitor
CCOC(=O)Nc1nnc(-c2cccc(OC)c2)s1	2	-1.6	0.6	6	15	49*	0	-9

# Carrying on.
SMILES,TRPN1 ag,NPY Y1 blocker,S1P4 ag,TRPML3 agonist,EP2 modulator,NPY-Y1 PAM-ag,NPY-Y2 PAM-ag,S1P4 antag,CHOP inhibitor
COc1cc(COCC(O)CN2CCN(CCN3C(=O)c4cccc5cccc(c45)C3=O)CC2)cc(OC)c1OC (configuration not stated),-2.3,-6,0.8,-0.4,3,-2,7,0,31
COc1ccc(C(=O)Nc2ccccc2N2CCCCC2)cc1[N+](=O)[O-],-1.0,4,-0.1,0.0,52,-12,-21,5,0
CNC(=S)N(C)[C@H]1c2c(ccc3ccccc23)OC[C@H]1CO,2.7,-2,0.8,-0.1,-10,2,7,4,38
CCN(CC)S(=O)(=O)c1cc(C(=O)OCC(=O)Nc2c(F)cccc2F)ccc1F,8.4,-5,-4.6,1.7,11,-10,-12,-17,0
CCOC(=O)c1ccc(NC(=O)Cn2ncc(Cl)c(Cl)c2=O)cc1,-0.7,-9,-1.8,0.2,-45,59*,18,37*,108*
N/C(=N\OC(=O)COc1ccc(Cl)cc1)c1ccc(Cl)cc1,-0.7,6,1.8,0.4,-12,5,12,-18,-19
CCN(CC)S(=O)(=O)c1cc(C(=O)n2cccn2)c(Cl)cc1Cl,0.5,0,0.5,0.1,6,0,-5,-9,-25
Oc1ccc(C=Nc2cccc3ncccc23)c(O)c1,-1.4,1,0.5,1.2,-16,-7,-15,-10,-14
Cc1ccc2c(=O)oc(N(C)C)nc2c1,0.0,-2,-1.2,0.4,-38,2,10,4,-3
COc1ccccc1CNC(=O)CNC(=O)Cn1cnc2ccccc2c1=O,-0.3,-6,1.4,0.6,23,16,3,-22,-8
CSc1nc2ccccc2c(=O)n1C1CCOC(C)(C)C1 (configuration not stated),-1.6,5,0.7,0.1,34,8,1,11,20
Cc1ccc(S(=O)(=O)N2CCN(C(=O)CCC(=O)NCCc3ccc(F)cc3)CC2)cc1,-0.2,5,0.1,0.1,4,6,-2,4,1
C/C(=N/NC(=O)c1cc(Cl)ccc1O)C12CC3CC(CC(C3)C1)C2,0.1,6,1.4,-0.2,-25,-8,-8,-3,-50
COCCNC(=O)c1c(N)n(CCC2=CCCCC2)c2nc3ccccc3nc12,0.6,-5,3.0,0.5,23,20,16,9,78*
Cn1c2c(c(=O)n(C)c1=O)C(CC(=O)Nc1ccc(F)cc1)C(=O)N2 (configuration not stated),-0.6,-5,-1.0,0.7,23,4,1,4,4
Cc1ccc2cccc(S(=O)(=O)n3nc(C)cc3C)c2n1,0.3,2,2.1,1.0,27,4,4,-26,-2
O=C(NCc1ccco1)/C(=C\c1cccnc1)NC(=O)c1ccccc1F,1.2,6,-1.2,0.8,7,-8,3,2,1
O=C(CN1C2=NCCN2c2ccccc21)c1ccc(Br)s1,-0.3,-3,1.8,0.8,-7,-10,-7,-5,14
Cc1ccc(S(=O)(=O)C(CCC(=O)N2CCOCC2)S(=O)(=O)c2ccc(C)cc2)cc1,1.7,-5,-0.2,0.9,17,11,7,-8,10
CCOc1ccccc1-n1c(SCC(=O)Nc2ccc(CC)cc2)nc2n[nH]c(C)c2c1=N,-0.9,-1,-0.3,0.6,5,-10,-12,-7,96*
Cn1nnnc1SCC(=O)NCc1cccs1,-0.8,1,0.7,-0.8,25,-18,2,-3,4
N=c1oc2ccc3ccccc3c2cc1-c1nc(-c2ccccc2)cs1,-1.2,0,1.4,0.9,35,-12,5,-35,11
CC(CO)(CO)NC(=O)c1ccc(=O)[nH]n1,0.0,·,1.7,-0.4,-32,-3,-17,0,0
CCN1CCC(=NNC(=O)c2ccc(C)c([N+](=O)[O-])c2)CC1,0.5,-4,-1.6,0.8,11,-15,2,-18,-13
COc1ccccc1OCCSc1nc2ccc([N+](=O)[O-])cc2s1,0.0,1,-0.1,1.0,-30,3,-1,-6,3

# High-throughput results (PubChem)
